# Xi reactivation: activators of inactive X chromosome reactivation, primary screen, imaging, XiGFP fibroblasts, GFP high-content imaging, set 2; XiGFP mouse fibroblasts, % GFP-positive cells imaging, 3 d; cells co-treated with 5-aza-dC sensitizer; scaled so ellipticine positive control = 100%; activation, % at 7.58 µM; 0.055% of 360,000 active; AID 743238, 2013;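 active = mean normalized replicate activation at least 10% and every replicate at or above 10%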;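 also: 0% = median of on-plate neutral control wells and 100% = ellipticine 6 µM median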
#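 System: 68-5-11 XiGFP fibroblast line; Timing: 3 days compound exposure; Compound dosing: one concentration, pinned; Benchmarks: positive control ellipticine, 6 µM final; Buffer or medium: DMEM containing 5-aza-dC.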
# ARNT-TACC3 inh: disruptors of ARNT/TACC3 protein interaction, primary screen, biochemical, AlphaScreen, single concentration. AlphaScreen His-ARNT PAS-B/GST-TACC3 binding, luminescence; TACC3 fragment carries E629A point mutation. 0.66% of 390,000 active. inhibition, % at 9.99 µM. Transforming acidic coiled-coil-containing protein 3 (Homo sapiens), Q9Y6A5;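 active = mean inhibition of replicates at least 50% and at least half of replicates each reaching 50%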;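 also: 0% = complete ARNT plus TACC3 wells and 100% = ARNT alone without TACC3; many hits fall short of the cut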
# GSIS activator: GLuc luminescence reporter in INS-1E cells, primary screen for activators of glucose-dependent secretion of insulin; INS-1E GLuc reporter insulin secretion, 2-3 h; activation, % at 16.6 µM; 0.61% of 370,000 active; AID 743287, 2014;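 active = lowest replicate activation of at least 40%, so every replicate reaches that level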;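 also: 0% = median of neutral control wells and 100% = median of IBMX positive control wells; some compounds called inactive have numbers as strong as hits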
# DENV2 CPE rescue: inhibitors of DENV2 cytopathic effect, primary screen, cell-based, plate reader, single concentration; 1.7% of 350,000 active; DENV2-infected cells, cytopathic effect rescue; CPE inhibition, % at 9.99 µM; in the data active = CPE inhibition above about 20%, passing the limit was not always enough; tested in BHK-21 cells;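 also: 0% = median of neutral control wells and 100% = median of positive control wells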
# CFTR F508del cor: F508del CFTR correction, initial screen, CFBE line, single point | CFBE cells, YFP halide quenching; stimulated with forskolin plus potentiator P3; % fluorescence drop versus neutral controls | activity (quench increase), % at 7.58 µM | 0.36% of 350,000 active;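 active = mean added fluorescence quench of at least 8% versus neutral control, with both replicates also reaching 8%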;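 also: cells transiently co-express mutant CFTR-F508del with the halide-sensitive YFP; corrector assay measuring rescue of mutant channel to the surface after 24 h compound exposure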
# ERp5 block: inhibitors of ERp5-driven insulin aggregation, primary screen, biochemical, turbidity, absorbance 650 nm, single point; 90 min; 0.05% of 350,000 active; inhibition, % at 9.99 µM; Protein disulfide-isomerase A6 (Homo sapiens), Q15084; AID 651711, 2012;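 active = mean replicate inhibition above about 25%, with every replicate also reaching it, limit read from the data, passing the limit was not always enough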
# Target sequence (Q15084 whole entry, looked up): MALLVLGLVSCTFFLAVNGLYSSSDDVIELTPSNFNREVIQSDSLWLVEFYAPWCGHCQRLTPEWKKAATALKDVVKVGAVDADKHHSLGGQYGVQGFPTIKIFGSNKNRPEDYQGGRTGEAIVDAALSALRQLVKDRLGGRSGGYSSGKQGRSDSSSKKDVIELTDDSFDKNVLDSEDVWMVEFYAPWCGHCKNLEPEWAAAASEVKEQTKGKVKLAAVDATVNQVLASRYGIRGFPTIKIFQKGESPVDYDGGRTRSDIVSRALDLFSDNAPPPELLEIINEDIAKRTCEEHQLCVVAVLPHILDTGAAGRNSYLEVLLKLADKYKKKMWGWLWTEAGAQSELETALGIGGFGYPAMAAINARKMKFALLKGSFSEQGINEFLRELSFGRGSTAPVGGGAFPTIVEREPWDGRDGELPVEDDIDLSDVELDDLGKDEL
# EWS-Fli inh: EWS/Fli-driven NR0B1 reporter inhibitors, primary screen, A673 cells, NR0B1 luciferase, luminescence, MLPCN library. 0.67% of 350,000 active. inhibition, % at 12.6 µM. AID 651661, 2012. viability-normalised;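 active = mean inhibition of at least 50% after viability correction, with every replicate also passing that limit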;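 also: firefly luciferase signal divided by Alamar Blue viability fluorescence both relative to DMSO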
# PAX8 reporter: inhibitors of PAX8-driven TPO luciferase reporter, primary screen, RMG-I cells, single concentration | 1.2% of 360,000 active | SteadyGlo, 24 h | inhibition, % at 12.6 µM;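 active = mean replicate inhibition at least 60% with every replicate also reaching 60%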;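 also: luciferase light reporting Pax8 driven TPO promoter activity; plate controls were median of neutral control wells for no effect and mitoxantrone controls for full effect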
# Starred values were filed as active, the others as inactive; . = no result given; & = joins results of further samples.
SMILES,Xi reactivation,ARNT-TACC3 inh,GSIS activator,DENV2 CPE rescue,CFTR F508del cor,ERp5 block,EWS-Fli inh,PAX8 reporter
COc1ccc(-c2cc(C)no2)cc1S(=O)(=O)N1CCN(C(=O)c2ccco2)CC1,0.0,5,32,-5,2.6,4,-12,14
CCC(Sc1nc2cc(OC)c(OC)cc2c(=O)n1Cc1ccc(OC)cc1)C(=O)NCCOC (stereo not drawn),0.1,-14,-1,-1,0.8,5,11,9
O=C(O)/C(=C\c1cccc(OCc2ccccc2)c1)c1ccc(F)cc1,0.0,-1,-2,3,2.1,2,-8,-12
CC(=O)Nc1ccc(-c2ccnc3c2CC(C)(C(=O)Nc2ccc(Cl)c(C(F)(F)F)c2)O3)cc1 (stereo not drawn),-0.2,.,-31,10,-2.2,4,-2,45
O=C(N[C@@H](Cc1ccc(Br)cc1)C(=O)O)OCC1c2ccccc2-c2ccccc21,0.0,0,-6,.,-3.5,4,5,3
N/C(=N\OC(=O)COc1ccc(Br)cc1)c1ccncc1,0.2,.,-1,0,-1.6,0,-25,-8
COc1ccc(S(=O)(=O)N2CCN(C(=O)c3cc(C4CC4)nn3-c3ccccc3)CC2)cc1OC,0.3,-4,-9,-8,-1.8,-5,16,10
CCOC(=O)CCCCCC(=O)Nc1ccc2c(c1)CC(=O)N([C@H](C)CO)C[C@@H](C)[C@H](CN(C)Cc1ccc3c(c1)OCO3)O2,0.2,0,-9,-2,-3.4,5,3,-2
O=C1CCCN1CCCNc1ccc2nnc(CCC(=O)N3CCN(c4ccc(F)cc4)CC3)n2n1,-0.1,8,1,-4,-3.4,7,3,12
CCN(CC)S(=O)(=O)c1cccc(NC(=O)CCNC(=O)c2ccccc2Cl)c1,0.0,10,-15,-4,-0.3,3,0,7
O=C1NC(=O)C(c2ccccc2)(c2ccccn2)N1 (stereo not drawn),-0.1,-9,1,16,-0.1,-7,2,-1
O=C(C1=C(O)C(=O)N(CCN2CCOCC2)C1c1ccc(F)cc1)c1cc2ccccc2o1 (stereo not drawn),0.0,0,-1,10,0.4,1,-4,-12
COc1ccc(CNC(=O)C[C@@H]2C[C@@H]3c4cc(NC(=O)NC5CCCC5)ccc4O[C@@H]3[C@H](CO)O2)cc1,0.2,-13,-7,-5,1.7,-3,1,.
COc1ccc(C#Cc2cccc(-c3nc(C(=O)O)cc4c3[C@@H](CCO)N(S(=O)C(C)(C)C)C4)c2)cc1OC (stereo partly drawn),0.0,7,2,1,.,-2,7,-19
CNC[C@@H]1Oc2c(NC(=O)C3CC3)cccc2C(=O)N([C@H](C)CO)C[C@@H]1C,0.1,-2,0,7,-3.6,8,-10,7
O=C(C1CCOCC1)N1CC(=O)N2[C@H](CO)[C@@H](c3ccc(-c4cccnc4)cc3)[C@@H]2C1,0.0,.,-13,-7,-1.5,7,-6,.
C[C@@H]1CCCCO[C@H](CN(C)C(=O)CCC(F)(F)F)[C@@H](C)CN([C@H](C)CO)C(=O)c2cc(NC(=O)c3ccncc3)ccc2O1,-0.1&0.3,-14,2&11,15&-6,4.1&1.6,3,-2&-10,-11&0
CC(C)NC(=O)N(C)C[C@H]1Oc2ccc(NC(=O)Cc3ccccc3)cc2CC(=O)N([C@@H](C)CO)C[C@H]1C,0.1,-10,0,-1,-3.2,-1,6,4
O=C1NC(=O)/C(=C/c2ccco2)N1,-0.3,-6,14,-5,-1.2,0,0,-9
COc1ccc(CC(N)c2csc(Nc3nncc4ccccc34)n2)cc1 (stereo not drawn),0.1,.,41,9,0.7,2,11,2

# Looked up by structure from the list above:
SMILES,Xi reactivation,ARNT-TACC3 inh,GSIS activator,DENV2 CPE rescue,CFTR F508del cor,ERp5 block,EWS-Fli inh,PAX8 reporter
O=C1NC(=O)/C(=C/c2ccco2)N1,-0.3,-6,14,-5,-1.2,0,0,-9
O=C(O)/C(=C\c1cccc(OCc2ccccc2)c1)c1ccc(F)cc1,0.0,-1,-2,3,2.1,2,-8,-12
O=C(C1=C(O)C(=O)N(CCN2CCOCC2)C1c1ccc(F)cc1)c1cc2ccccc2o1 (stereo not drawn),0.0,0,-1,10,0.4,1,-4,-12
CC(=O)Nc1ccc(-c2ccnc3c2CC(C)(C(=O)Nc2ccc(Cl)c(C(F)(F)F)c2)O3)cc1 (stereo not drawn),-0.2,.,-31,10,-2.2,4,-2,45

# Next compounds follow:
SMILES,Xi reactivation,ARNT-TACC3 inh,GSIS activator,DENV2 CPE rescue,CFTR F508del cor,ERp5 block,EWS-Fli inh,PAX8 reporter
O=C(CCc1ccccc1)NC1CCCc2ccccc21 (stereo not drawn),0.0,-1,11,17,1.0,0,10,12
Cc1ccnc(NC(c2ccsc2)c2ccc3ccc(C)nc3c2O)c1 (stereo not drawn),-0.1,4,-19,9,-4.7,-1,18,19
OCCC1CN(Cc2ccc3nsnc3c2)CCN1C1CCCC1 (stereo not drawn),0.0,.,4,-2,.,3,1,-14
COc1ccc2c3c([nH]c2c1)[C@H](CO)N(C(=O)C1CC1)CC31CCN(S(C)(=O)=O)CC1,0.4,.,7,10,-2.7,2,4,.
CC(C)CC(=O)Nc1c2c(nn1-c1ccc(F)cc1)CS(=O)(=O)C2,0.0,-10,11,4,-1.5,4,5,-7
Cc1csc(=O)n1CC(=O)OCC(=O)c1c(N)n(CC(C)C)c(=O)n(C)c1=O,0.1,-2,-11,-3,-3.8,-2,1,14
Cc1ccc(S(=O)(=O)NC(C(=O)Oc2ccc3ccc(=O)oc3c2)c2ccccc2)cc1 (stereo not drawn),-0.1,3,-7,.,.,.,.,-4
CCCNC(=O)N1CC(=O)N2[C@@H](CO)[C@H](c3ccc(C#CCC4CCCC4)cc3)[C@@H]2C1,0.2,.,-6,3,0.8,3,4,.
COc1ccc(-c2ncncc2-c2ccccc2)c(O)c1,0.0,1,17,-3,-4.2,5,-14,-27
CSCCC(NC(=O)c1ccccc1Br)C(=O)NNC(=O)c1csc(N2CCOCC2)n1 (stereo not drawn),0.0,1,-7,2,-4.9,-9,-5,2
CCOC(=O)C1(C)CCN1C(=O)c1cccc(C#N)c1 (stereo not drawn),0.2,.,0,2,2.7,4,6,-7
CCN(CC)C(=O)Cn1c(=O)n(CC(=O)N2CCCCC2)c(=O)c2sccc21,0.0,3,16,5,2.2,-1,.,7
C[C@@H]1CN(C(=O)OC(C)(C)C)CCN1c1ccc(N2CCN(Cc3ccccc3)[C@@H](C)C2)c(C#N)c1,-0.1,.,.,1,0.0,-2,41,48
COc1ccc(C)cc1S(=O)(=O)NCCN1CCOCC1,0.0,2,1,2,-0.3,2,8,-8
COc1ccc(/C(C)=N/NC(=O)CNC(=O)c2ccncc2)c(OC)c1,0.1,6,29,7,1.2,2,.,-10
S=C(NCCc1ccc(Cl)cc1)NCc1ccco1,0.0,0,10,-3,2.0,-1,-3,-20
Cc1ccccc1-c1cnc2c(c1)C(=O)N([C@@H](C)CO)C[C@@H](C)[C@@H](CN(C)C(=O)CN(C)C)O2,-0.1,-2,13,13,-1.2,4,-6,.
S=C(Nc1ccccc1)N1CCCCCCC1,0.0,-8,-7,-1,-2.5,-2,-6,-21
CS(=O)(=O)N1[C@@H](CO)[C@@H](c2ccccc2)C12CN(Cc1cc(F)ccc1F)C2,0.0,.,-10,40*,-2.2,1,4,-6
COc1ccc(CN2CCN(C(=O)c3cccc(OC)c3OC)CC2)cc1OC,-0.1,2,15,7,0.9,7,-2,7
Cc1cc(F)ccc1S(=O)(=O)N1CCCOC1CNC(=O)C(=O)NCc1ccncc1 (stereo not drawn),0.0,-17,-6,-6,0.1,-1,8,1
O=C(c1ccccc1F)N1CC(=O)N2[C@H](CO)[C@@H](c3ccc(-c4ccccc4)cc3)[C@@H]2C1,0.0,.,-26,-6,-1.7,-1,2,1
C#Cc1cccc(-n2nnc(C(=O)OC)c2-c2ccccc2)c1,0.4,-5,40*,2,0.8,2,8,23
O=C(Nc1ccc(Cl)c(Cl)c1)N[C@H]1CC[C@H](CCn2cc(C3CCCCC3)nn2)O[C@@H]1CO,-0.1,-12,-19,-11,1.8,-1,13,-12
COc1cccc(CN(C)C(=O)c2ccc(NC(=O)CC3SC(N4CCCC4)=NC3=O)cc2)c1OC (stereo not drawn),0.2,3,0,-4,0.6,7,10,2
CC(=O)c1ccc(S(=O)(=O)N2CCC(c3nnc(SCCN4CCCC4)n3C)CC2)cc1,0.0,-5,28,1,0.4,-1,13,-4
CCc1cc2c3c(c1)C(C)CC(C)(C)N3C(=O)C2=O (stereo not drawn),-0.2,-4,-11,.,.,.,.,-4
O=C(Nc1ccccc1C(=O)NCCCN1CCOCC1)c1cccc([N+](=O)[O-])c1,0.1,-3,2,0,0.4,8,-2,16
COc1ccccc1-c1ccc2c(c1)O[C@@H](CN(C)CC1CCCC1)[C@H](C)CN([C@@H](C)CO)S2(=O)=O,-0.3,-4,-9,4,-2.2,-5,10,8
C[C@@H]1CN([C@@H](C)CO)C(=O)Cc2cc(NC(=O)C3CC3)ccc2O[C@H]1CN(C)C(=O)NC1CCCCC1,-0.8,29,7,-5,-0.5,5,1,.
OCCC1CN(Cc2cnc(N3CCOCC3)s2)CCN1C1CCCC1 (stereo not drawn),0.0,1,-2,0,1.3,0,-7,6
COc1ccc2c3c([nH]c2c1)[C@@H](CO)N(C(=O)CN(C)C)CC31CCN(CC2CCCCC2)CC1,0.3,.,34,-4,-0.4,.,7,.
c1ccc(COC2CCCN(Cc3nc(-c4cnccn4)no3)C2)nc1 (stereo not drawn),0.0,.,0,-4,-0.5,-2,11,-5
O=C(c1cccc(C(F)(F)F)c1)C1CCCN(C(=O)CN2CCOC2=O)C1 (stereo not drawn),-0.1,-6,5,11,0.0,0,-10,-3
O=C(C[C@@H]1C[C@H]2c3cc(NS(=O)(=O)c4ccc(F)cc4)ccc3O[C@H]2[C@@H](CO)O1)N1CCc2ccccc2C1,0.1,18,-8,8,-1.3,-4,-7,6
CCOC(=O)N1CCC(N2Cc3cccc(C(=O)N4CCN(C5CCCCC5)CC4)c3C2=O)CC1,-0.4,-8,.,8,1.0,-1,-2,.
C[C@@H]1CN([C@@H](C)CO)C(=O)c2cc(Br)cnc2O[C@H]1CN(C)C(=O)c1ccccn1,0.9,5,3,-2,0.6,2,-5,-8
COc1ccc(Cl)cc1NC(=S)Nc1ccccc1F,0.0,-5,-4,1,0.2,-1,31,8
CCCSc1nc2c(c(=O)[nH]c(=O)n2C)n1CC(O)COc1ccccc1 (stereo not drawn),0.2,-7,-9,-2,-0.7,5,10,36
CS(=O)(=O)n1nc(-c2ccco2)nc1N,0.0,-3,25,1,-0.3,-1,6,1
COc1ccc(-c2cn(CC[C@H]3CC[C@H](NS(=O)(=O)c4ccccc4C)[C@H](CO)O3)nn2)cc1,-0.7,-1,-16,8,-0.3,5,-1,4
C[C@@H]1CN([C@@H](C)CO)C(=O)c2cccc(NS(=O)(=O)c3ccc(F)cc3)c2O[C@H]1CN(C)C(=O)Nc1cccc2ccccc12,0.1,.,-2,-11,0.4,.,-6,.
CCCCC(=O)Nc1ccc(C(=O)Nc2ccc(S(=O)(=O)Nc3nccc(C)n3)cc2)cc1,0.2,-3,-10,.,.,.,.,-1
